# CSM14.1 death rescue = rescue of cells from ER stress-induced death, primary screen, 384-well, CSM14.1, thapsigargin, ATP luminescence (AID 1222) | CSM14.1 thapsigargin-induced death rescue, ATP luminescence; higher % means a stronger effect | one-dose cellular ATP content (survival), % at 20 µM; EC50 in µM for titrated hits | 190,000 tested, under 10 active;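 active = EC50 below 50 µM in the dose-response confirmation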;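 note: death triggered by thapsigargin at about 15 µM added after 2 h compound pretreatment; cell ATP read after overnight thapsigargin exposure of roughly 18 to 22 hours; normalized against plate controls of thapsigargin alone and 5% DMSO vehicle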
# AID2073 = inhibitors of Mint1-CaV2.2 protein interaction, biochemical, HTRF (AID 2073); Voltage-dependent N-type calcium channel subunit alpha-1B (Homo sapiens); HTRF protein-protein interaction, Mint1-CaV2.2; higher % means a stronger effect; inhibition, % at 20 µM; hits with a dose series show IC50 in µM; 290,000 tested, 0.19% active; in the data active = inhibition mostly above about 51%, no sharp cut-off; note: some results filed as inactive read as strong as hits
# HEK293 NOD2/NF-kB = NOD2 signaling inhibitors, cell-based, luminescence, uHTS, HEK293 (AID 1566). HEK293 NOD2/NF-kB luciferase reporter, luminescence; higher % means a stronger effect. one-dose inhibition, % at 4 µM; EC50 in µM for titrated hits. 290,000 tested, 0.63% active; note: many of its hits are not listed in these tables
# Siah-1 displacement = Siah-1 peptide-binding antagonists, primary screen, biochemical, fluorescence polarization, rhodamine-plectin, uHTS (AID 1817) | Siah-1 / rhodamine-plectin peptide fluorescence polarization; higher % means a stronger effect | displacement, % at 20 µM; hits with a dose series show IC50 in µM | 290,000 tested, 0.02% active;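 active = displacement of at least 50% at 20 µM, with a fluorescence ratio check between 0.3 and a set limit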;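 note: plate controls were Siah plus tracer with DMSO for no effect and tracer alone without Siah for full effect; strong numbers were not always called active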
# Hep lipid drop = inhibitors of hepatocyte lipid droplet formation, primary screen, imaging, high-throughput imaging, BODIPY stain | AID 1656, 2009 | inhibition, % at 6.5 µM | 240,000 tested, 0.4% active | AML12 mouse hepatocytes, oleate lipid droplets;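 active = lipid droplet intensity inhibited by at least 50%, with more than 500 cells counted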
#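 Test system: AML12 hepatocytes (mouse); reagent: oleate loading, 100 µM; dosing: one dose, 6.5 µM compound; incubation: overnight exposure; signal: fluorescence imaging, 20x objective, two fields per well; read-out basis: % inhibition of corrected integrated BODIPY droplet signal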
# P. falciparum M1AAP = P. falciparum M1AAP inhibitors, biochemical, fluorogenic H-Leu-NHMec substrate, 1536-well (AID 1445) | 220,000 tested, 0.42% active | Aminopeptidase N (Plasmodium falciparum (isolate 3D7)) | recombinant M1AAP, H-Leu-NHMec fluorogenic kinetic assay; higher % means a stronger effect | inhibition, % at 30 µM, or IC50 in µM where a hit was titrated;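 active = primary inhibition above the hit cutoff, then over 50% inhibition at one or more dose response concentrations, cut at about 23% in these data, passing the limit was not always enough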;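 note: plate controls were DMSO full reaction for no effect and no enzyme background for full effect; strong numbers were not always called active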
# LYP phosphatase = inhibitors of LYP phosphatase, biochemical, fluorescence intensity, uHTS (AID 1779); recombinant LYP phosphatase, fluorescence intensity; higher % means a stronger effect; one-dose inhibition, % at 11.5 µM; IC50 in µM for titrated hits; Tyrosine-protein phosphatase non-receptor type 22 (Homo sapiens); 290,000 tested, 0.054% active;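 note: plate controls were vehicle with enzyme for no effect and no enzyme for full effect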
# M17LAP inhibition = P. falciparum M17LAP inhibitors, primary screen, biochemical, fluorogenic H-Leu-NHMec substrate, 1536-well (AID 1619); Leucine aminopeptidase (Plasmodium falciparum (isolate 3D7)); recombinant M17LAP, H-Leu-NHMec fluorogenic kinetic assay; higher % means a stronger effect; inhibition, % at 30 µM, or IC50 in µM where a hit was titrated; 220,000 tested, 0.38% active;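 active = compound inhibiting the enzyme by more than half at any dose during confirmatory dose-response retesting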;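 note: plate controls were full reaction with DMSO carrier for no effect and no enzyme background for full effect; strong numbers were not always called active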
# XIAP displacement = XIAP antagonists, biochemical, IAP family, fluorescence polarization (AID 1018); XIAP BIR domain, fluorescence polarization peptide displacement; higher % means a stronger effect; displacement, % at 20 µM, or IC50 in µM where a hit was titrated; 200,000 tested, 0.007% active; in the data active = displacement above about 50%; note: a part of the inactive calls stands beside numbers as strong as those of hits
# Hep lipid drop cells 6.5 µM = second read-out of Hep lipid drop, no call of its own (marks repeat the call); cell count; measured here: cell count, cytotoxicity flag;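 cells counted across two imaged fields per well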
# An asterisk follows results filed as active; / = no result given. Cut-off read from the data, not from the text of the source, unless noted: active = inhibition above about 50%; inactive = the rest.
No. | Structure | CSM14.1 death rescue | AID2073 | HEK293 NOD2/NF-kB | Siah-1 displacement | Hep lipid drop
1 | O=C(Nc1cccc(Cl)c1)c1ccc2c(=O)n3c(nc2c1)CCCCC3 | -1.7% | 2% | -141% | 3% | /
2 | Cc1cc(C)n(C(=O)CNC(=O)c2ccco2)n1 | -1.0% | -5% | 8% | -1% | /
3 | C/C(=N\OCC(=O)NCC(F)(F)F)c1cc2ccccc2o1 | -3.9% | -3% | -15% | -2% | -4
4 | CCCc1oc(C(=O)O)cc1CN | -1.2% | -4% | 6% | 0% | 11
5 | O=C(NCCCn1ccnc1)c1cc2nc(-c3ccc(Br)cc3)cc(C(F)(F)F)n2n1 | -0.6% | 19% | 30% | 7% | -12
6 | CCOC(=O)C1(CCCc2ccccc2)CCN(Cc2nccn2CC)CC1 | 2.8% | -1% | 10% | 1% | 2
7 | CCC(=O)NNc1nc2c(F)cc(F)cc2s1 | -0.1% | 7% | -3% | 2% | 0
8 | O=C(CSc1nc2ccc([N+](=O)[O-])cc2s1)NCC1CCCO1 (stereo not drawn) | / | 3% | -7% | 2% | /
9 | Cc1ccc(S(=O)(=O)N(CCCO)CC(O)CON=C2c3ccccc3-c3ccccc32)cc1 (stereo not drawn) | 0.0% | 21% | -12% | -1% | -8
10 | Cc1c(NC(=O)CN2CCCc3ccccc32)c(=O)n(-c2ccccc2)n1C | -0.2% | 9% | 9% | 0% | /

No. | Hep lipid drop cells 6.5 µM | P. falciparum M1AAP | LYP phosphatase | M17LAP inhibition | XIAP displacement
1 | / | 1% | -4% | -1% | -0.9%
2 | / | 6% | -8% | 2% | -3.7%
3 | 644 | 1% | -4% | 5% | 0.1%
4 | 747 | 2% | -6% | -14% | -4.0%
5 | 721 | 6% | -11% | -1% | -1.0%
6 | 658 | 5% | -8% | -3% | -2.4%
7 | 718 | -8% | -8% | -7% | -9.0%
8 | / | / | -4% | / | /
9 | 680 | 1% | -2% | 2% | -3.0%
10 | / | 6% | 2% | 9% | 0.1%

# Following part
No. | Structure | CSM14.1 death rescue | AID2073 | HEK293 NOD2/NF-kB | Siah-1 displacement | Hep lipid drop
11 | CCOC(=O)C1(CCCc2ccccc2)CCN(Cc2cnn(C)c2)CC1 | 0.0% | 6% | 12% | 13% | 1
12 | CCOc1ccc(C2CC(c3cccc(OC)c3)Nc3ncnn32)cc1 (stereo not drawn) | 1.1% | -4% | 3% | 1% | /
13 | CC(=O)Nc1ccc(-c2nnc(SCc3ccc(C)cc3)n2C)cc1 | -0.6% | -9% | -10% | 0% | 5
14 | COc1ccccc1NC(=O)CSc1nnc(CC(=O)Nc2ccccc2)n1C | 0.3% | -2% | 11% | 1% | 2
15 | CC(=O)Nc1ccc(NS(C)(=O)=O)cc1 | 0.3% | -7% | 14% | 0% | /
16 | CCOc1ccc(CCNC(=O)CCc2nnc3ccc(N4CCCCC4)nn23)cc1OCC | / | 0% | 10% | 6% | 86*
17 | Cc1ccc(NC(=O)C(c2ccccc2)c2ccccc2)nc1 | / | 1% | 6% | 4% | -60
18 | CC(CC(=O)Nc1cccc(Cl)c1)c1ccccc1 (stereo not drawn) | 5.0% | 9% | 2% | -1% | -13
19 | COc1nccnc1NS(=O)(=O)c1ccc(NC(=O)c2cccc(C)c2)cc1 | -0.9% | -3% | 2% | 2% | 12
20 | N#Cc1c(NC(=O)Cn2c(=O)oc3ccccc32)oc(-c2ccccc2)c1-c1ccccc1 | -1.1% | 7% | 7% | 4% | -1

No. | Hep lipid drop cells 6.5 µM | P. falciparum M1AAP | LYP phosphatase | M17LAP inhibition | XIAP displacement
11 | 682 | 4% | -4% | 2% | -5.5%
12 | / | -7% | -4% | -7% | 1.4%
13 | 731 | 5% | -7% | -2% | -3.4%
14 | 742 | 13% | -2% | 8% | -3.0%
15 | / | 8% | -4% | 5% | -0.8%
16 | 709* | / | -4% | / | /
17 | 788 | / | -9% | / | /
18 | 645 | 0% | -2% | 0% | -0.3%
19 | 617 | -2% | -2% | 16% | -6.1%
20 | 696 | 5% | 2% | 2% | -4.9%

# New compounds follow.
No. | Structure | CSM14.1 death rescue | AID2073 | HEK293 NOD2/NF-kB | Siah-1 displacement | Hep lipid drop
21 | CCOCCCNC(=O)C(c1ccc(C)cc1)N(Cc1ccc2c(c1)OCO2)C(=O)c1cnccn1 (stereo not drawn) | 3.9% | 0% | 10% | 6% | /
22 | Cc1cc(C)c(S(=O)(=O)c2cccc(Cl)c2)c(Cl)n1 | / | 10% | 6% | 2% | 5
23 | CC(=O)Nc1sc2c(c1C(c1cccc(Cl)c1)N1CCN(CCO)CC1)CCCC2 (stereo not drawn) | -0.5% | -9% | 11% | 5% | 32
24 | Fc1ccc(Nc2ccnc(Nc3ccc(F)cc3)n2)cc1 | -0.6% | 12% | -54% | -1% | -9

No. | Hep lipid drop cells 6.5 µM | P. falciparum M1AAP | LYP phosphatase | M17LAP inhibition | XIAP displacement
21 | / | 5% | -8% | -1% | -8.0%
22 | 708 | 2% | 1% | -14% | -5.1%
23 | 688 | 4% | -5% | -9% | -4.0%
24 | 719 | 3% | -3% | 4% | -6.4%

# In the list so far, these have sulfur:
No. | Structure | CSM14.1 death rescue | AID2073 | HEK293 NOD2/NF-kB | Siah-1 displacement | Hep lipid drop
7 | CCC(=O)NNc1nc2c(F)cc(F)cc2s1 | -0.1% | 7% | -3% | 2% | 0
8 | O=C(CSc1nc2ccc([N+](=O)[O-])cc2s1)NCC1CCCO1 (stereo not drawn) | / | 3% | -7% | 2% | /
9 | Cc1ccc(S(=O)(=O)N(CCCO)CC(O)CON=C2c3ccccc3-c3ccccc32)cc1 (stereo not drawn) | 0.0% | 21% | -12% | -1% | -8
13 | CC(=O)Nc1ccc(-c2nnc(SCc3ccc(C)cc3)n2C)cc1 | -0.6% | -9% | -10% | 0% | 5
14 | COc1ccccc1NC(=O)CSc1nnc(CC(=O)Nc2ccccc2)n1C | 0.3% | -2% | 11% | 1% | 2
15 | CC(=O)Nc1ccc(NS(C)(=O)=O)cc1 | 0.3% | -7% | 14% | 0% | /
19 | COc1nccnc1NS(=O)(=O)c1ccc(NC(=O)c2cccc(C)c2)cc1 | -0.9% | -3% | 2% | 2% | 12
22 | Cc1cc(C)c(S(=O)(=O)c2cccc(Cl)c2)c(Cl)n1 | / | 10% | 6% | 2% | 5
23 | CC(=O)Nc1sc2c(c1C(c1cccc(Cl)c1)N1CCN(CCO)CC1)CCCC2 (stereo not drawn) | -0.5% | -9% | 11% | 5% | 32

No. | Hep lipid drop cells 6.5 µM | P. falciparum M1AAP | LYP phosphatase | M17LAP inhibition | XIAP displacement
7 | 718 | -8% | -8% | -7% | -9.0%
8 | / | / | -4% | / | /
9 | 680 | 1% | -2% | 2% | -3.0%
13 | 731 | 5% | -7% | -2% | -3.4%
14 | 742 | 13% | -2% | 8% | -3.0%
15 | / | 8% | -4% | 5% | -0.8%
19 | 617 | -2% | -2% | 16% | -6.1%
22 | 708 | 2% | 1% | -14% | -5.1%
23 | 688 | 4% | -5% | -9% | -4.0%

# Only part of the results is shown; the hit share may differ from the screen's.
